Source: PubChem (several laboratories)
Mtb FBA inh: inhibits M. tuberculosis FBA enzyme | AID 588726 | purified M. tuberculosis FBA, fluorescence read-out | actives 2.3% (n = 360,000) | inhibition, % at 1 µM | P9WQA3; in the data active means inhibition above about 27%;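 further: 0% = vehicle and 100% = reference inhibitor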
MazEF act: MazEF (E. coli) toxin RNase activation | AID 504720 | P0AE70 | activation, % at 20 µM | FAM/BHQ RNA-DNA oligo cleavage fluorescence, 5 h | actives 0.32% (n = 350,000); in the data active means activation above about 50%
Target sequence (P0AE70 whole entry, looked up): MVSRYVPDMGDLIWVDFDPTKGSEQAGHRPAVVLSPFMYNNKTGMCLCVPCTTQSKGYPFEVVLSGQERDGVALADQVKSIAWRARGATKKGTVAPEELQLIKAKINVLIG
Rv3671c protease: inhibits the M. tuberculosis serine protease Rv3671c. P9WHR9. inhibition, % at 5.96 µM. actives 0.048% (n = 320,000); in the data active means inhibition above about 38%;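 further: extracellular domain of Rv3671c used as enzyme; 0% = enzyme with DMSO and 100% = no enzyme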
Target sequence (P9WHR9 whole entry, looked up, the tested form may be a part): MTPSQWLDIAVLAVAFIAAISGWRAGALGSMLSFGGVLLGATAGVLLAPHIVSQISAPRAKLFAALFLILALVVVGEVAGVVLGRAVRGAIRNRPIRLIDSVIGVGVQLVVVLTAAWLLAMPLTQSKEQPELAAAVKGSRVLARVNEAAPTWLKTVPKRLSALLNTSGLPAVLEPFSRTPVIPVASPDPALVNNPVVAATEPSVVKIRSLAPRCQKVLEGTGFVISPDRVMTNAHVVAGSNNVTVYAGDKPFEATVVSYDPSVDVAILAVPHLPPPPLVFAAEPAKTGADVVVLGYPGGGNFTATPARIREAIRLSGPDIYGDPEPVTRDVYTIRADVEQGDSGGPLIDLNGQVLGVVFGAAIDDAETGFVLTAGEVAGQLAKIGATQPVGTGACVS
CCHF vOTU inh: CCHFV vOTU protease inhibition; AID 651958; actives 0.55% (n = 370,000); Pep-AMC fluorescence; inhibition, % at 11.5 µM; further: 0% = vehicle wells with enzyme and 100% = no enzyme wells
Mtb BioA inh: blocks M. tuberculosis BioA enzyme activity. purified M. tuberculosis BioA enzyme, plate reader. inhibition, % at 9.99 µM. actives 0.096% (n = 360,000). AID 602481; in the data active means inhibition above about 40%; inconclusive means no clear call, values can overlap the other calls
BoNT F protease: BoNT F light chain protease inhibition; Multiplex microsphere protease cleavage assay, flow cytometry; inhibition, % at 10 µM; actives 0.22% (n = 360,000); in the data active means inhibition above about 35%, passing the limit was not always enough; inconclusive means no clear call, values can overlap the other calls; further: plate controls were buffer without enzyme for full effect and enzyme alone for no effect
FadD28 FP inh: inhibitors of Mycobacterium tuberculosis FadD28 bisubstrate binding; FadD28 bisubstrate probe binding, fluorescence polarization; inhibition, % at 12.5 µM; actives 0.22% (n = 360,000); in the data active means inhibition above about 8.5%, passing the limit was not always enough; inconclusive means no clear call, values can overlap the other calls
Mtb UGM inh: inhibitors of M. tuberculosis UDP-galactopyranose mutase; P9WIQ1; purified UGM, fluorescence polarization probe displacement; inhibition, % at 10 µM; actives 0.06% (n = 320,000); AID 504406; in the data active means inhibition above about 10%, passing the limit was not always enough; inconclusive means no clear call, values can overlap the other calls
GDH-TPI counter: counter-screen for M. tuberculosis FBA inhibitors: GDH-TPI coupled enzymes; inhibition, % at 4.8 µM; GDH-TPI coupled enzyme counterscreen, NADH absorbance; actives 1.2% (n = 360,000); AID 588335;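 further: 0% = DMSO wells and 100% = wells lacking the enzyme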
VHR inh abs: inhibitors of human VHR1 phosphatase (DUSP3); actives 0.52% (n = 290,000); P51452; inhibition, % at 13.3 µM; recombinant VHR phosphatase, pNPP absorbance; in the data active means inhibition above about 50%; further: some compounds called inactive have numbers as strong as hits
Target sequence (P51452 whole entry, looked up): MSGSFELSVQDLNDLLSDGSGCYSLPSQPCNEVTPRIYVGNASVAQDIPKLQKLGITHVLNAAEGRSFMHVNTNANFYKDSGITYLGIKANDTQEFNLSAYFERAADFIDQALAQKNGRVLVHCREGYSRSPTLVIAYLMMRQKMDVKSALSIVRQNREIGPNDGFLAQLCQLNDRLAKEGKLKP
The depositor's hits bear a star; ? = inconclusive; / = not tested or not shown. Unless noted, no stated cut-off is given here; in the data, active means inhibition above about 30%; inactive means the rest.

Second line of a record: Mtb FBA inh, MazEF act, Rv3671c protease, CCHF vOTU inh, Mtb BioA inh, BoNT F protease, FadD28 FP inh, Mtb UGM inh, GDH-TPI counter, VHR inh abs
1. COC(=O)c1ccc(C2/C(=C(\O)c3ccc4c(c3)OCCO4)C(=O)C(=O)N2c2nnc(C)s2)cc1 (stereo not drawn)
    -3, 2, 4, 22, 0.5, -3, -3.8, 0.2, 10, 14
2. Cc1nnsc1NC(=O)OCc1ccc(C(C)(C)C)cc1
    0, -5, -24, -3, -2.1, 6, -4.8, 0.9, -9, 18
3. Cc1ccc(NC(=O)c2c3c(nc4ccccc24)CCC3)cc1S(=O)(=O)N(C)C
    -1, 3, -5, -6, /, 0, -1.0, -1.7, 12, -13
4. Cc1ccc(C)c(-c2nnc(OCC(=O)Nc3cc(C)on3)c3ccccc23)c1
    5, -3, -3, 7, 0.4, 14, -1.8, -1.5, 12, 18
5. O=C(N=NC(=O)c1ccco1)c1ccc2c(O)n(N3C(=O)c4ccccc4C3=O)c(O)c2c1
    -1, -9, -11, 3, /, 2, -3.2, 5.7, 1, -20
6. COc1cc(NC(=O)Cn2nc(-c3ccc(F)cc3)ccc2=O)ccc1-n1cnnn1
    -2, 6, -3, 7, /, 1, -2.4, -0.8, -3, 26
7. O=C(CCNC(=O)N1CC(=O)Nc2ccccc21)Nc1cccc(Cl)c1
    2, 10, -16, 4, -0.4, -3, -2.8, 2.1, 5, 69
8. CC(C)C[C@H](NC(=O)NCCC1=CCCCC1)C(=O)O
    7, 5, 8, 2, /, /, -2.5, -0.2, 6, -6
9. COc1ccc(C(=O)Nc2ccc(Cl)cc2C(=O)N2CCCC(C)C2)cc1 (stereo not drawn)
    2, -2, -2, 4, -1.6, -1, -3.9, 0.8, 5, -2
10. Cc1cccc(NCN2C(=O)C3C4C=CC(C4)C3C2=O)c1 (stereo not drawn)
    1, -1, -9, -22, -1.1, 1, -0.8, 0.3, 8, 11
11. CC(=O)Nc1ccccc1/C=C/c1ccc2c(C)cc(C)c(O)c2n1
    -2, -5, 11, 2, /, -6, -0.6, 0.8, 7, 18
12. CCN(c1ccc(NC(=O)COC(=O)c2cccs2)cc1)C(C)C
    10, 3, 6, 10, 4.4, -7, 2.1, 2.1, 9, -6
13. Cc1ccc(S(=O)(=O)N2CCN(c3nccnc3C#N)CC2)cc1
    1, 3, 5, -1, /, ?, -1.9, -2.1, 8, -3
14. COc1ccc(CC(NC(C)=O)C(=O)NC2CCN(C(=O)c3ccc(Cl)cc3)CC2)cc1 (stereo not drawn)
    0, 10, /, 14, /, -10, -0.3, /, 1, 34
15. CCOc1ccccc1-c1nc(-c2ccc(NC(=O)Cc3ccccc3OC)cc2)no1
    1, -2, -70, -13, 3.4, -6, 1.0, -3.2, 7, 10
16. Cc1ccc(C)c(N(CC(=O)NC(C)C)C(=O)CCC(=O)Nc2ccccn2)c1
    0, 6, 5, -4, -3.1, ?, -0.1, -1.3, 9, 4
17. C=CCN1C(=O)C(Cc2cccc(Cl)c2)SC1=Nc1ccc(C(=O)O)cc1 (stereo not drawn)
    -2, 0, -10, -4, /, -1, -3.3, -3.0, 1, 8
18. Cc1c(NC(=O)c2cc(-c3ccc(F)cc3)nc3ccccc23)c(=O)n(-c2ccccc2)n1C
    -6, 2, -1, 12, /, -2, -4.9, -1.7, 10, /
19. C=CCn1c(SCC(=O)Nc2cc(C)ccc2C)nnc1-c1cnccn1
    4, 3, -6, -8, 2.3, 9, -1.5, 2.8, 7, 15
20. COc1ccc(C(=O)NCCn2ccc3ccccc32)c(OC)c1
    1, 3, -7, 4, 1.4, -1, -1.5, -2.8, 7, 25
21. CCCC1Cc2c(sc3ncnc(N)c23)CO1 (stereo not drawn)
    28*, 3, 0, -5, 1.2, ?, -2.1, 1.1, 2, 36
22. CCOC1=C2[C@@H](CN(S(=O)(=O)c3ccc(C)cc3)[C@H]2c2ccccc2Cl)[C@H]2C(=O)N(C(C)(C)C)C(=O)[C@H]2C1
    1, /, /, 8, -1.3, 8, -1.2, /, /, /
23. Cc1nc(C)c(-c2csc(NCc3ccccc3)n2)s1
    2, 1, 1, 3, /, 7, 0.0, -2.3, -4, -13
24. COc1cccc(NC(=O)c2ccccc2-c2ccccc2C(=O)O)c1
    1, 8, -5, 14, 0.1, ?, -1.6, -1.7, 13, 2
25. CCOC(=O)c1ccc(NS(=O)(=O)c2cc(-c3nnnn3CC)ccc2OC)cc1
    -2, 13, -6, -1, 3.0, 0, -3.2, -1.4, -8, 27
26. CCn1c(-c2cc(-c3ccc(C)cc3)nc3ccccc23)n[nH]c1=S
    -1, 3, 0, 7, 3.2, 0, -3.6, 0.1, 4, 5
27. COc1ccc(C2C(C(=O)NCc3ccco3)CCC(=O)N2c2ccc(OC)cc2)cc1 (stereo not drawn)
    -1, 9, 1, -3, -0.6, -14, -1.7, -1.5, 10, 26
28. COc1ccc(O)c(C=Nc2cc(C)on2)c1
    7, 1, -1, -5, -1.4, 2, 3.3, -0.1, 1, -13
29. Cc1cccc(N(C)S(=O)(=O)c2csc(C(N)=O)c2)c1
    -2, 3, -7, -16, -0.1, -1, /, -0.5, 12, -12
30. COCCNCC(=O)Nc1nc(C)cs1
    14, 2, /, 3, /, 6, -1.9, /, 1, 17
31. O=[N+]([O-])c1cc(Br)ccc1NS(=O)(=O)c1ccccc1
    -2, -8, /, 7, 0.5, -12, -0.8, /, -3, /
32. Cc1oc2ccc(OCc3ccc(F)cc3Cl)cc2c1C(=O)O
    1, 9, 3, -10, -0.8, -1, -2.6, 0.4, 5, 13
33. COc1ccc2oc(=O)c(C(=O)NCc3ccc(F)cc3)cc2c1
    54*, 3, -2, -17, -1.4, 16, -3.0, -3.0, 7, 18
34. COc1cccc(/C=N/NC(=O)C(=O)NCc2ccco2)c1OC
    -2, 5, 9, -6, /, -3, -3.0, 1.3, 11, -2
35. CCOC(=O)C(Cc1c(F)cccc1Cl)c1ccnc2nc(N)nn12 (stereo not drawn)
    24, 1, 0, 9, /, 1, -2.2, -1.0, -3, 25
36. CN1CCN(CCCCC(=O)c2ccccc2)CC1
    6, 6, -8, 0, -1.3, 5, -0.8, 0.3, 1, 20
37. CC(C)(C)c1ccc(C(=O)NC(=O)COC(=O)c2ccc(Br)o2)cc1
    -2, -16, 8, 19, -1.1, -2, -1.8, -0.6, 4, /
38. O=C(Nc1nnc(CCc2ccccc2)s1)c1ccco1
    1, 4, -3, 11, -1.6, -2, 0.9, -0.3, 18, -8
39. CCCCN(C1CCS(=O)(=O)C1)S(=O)(=O)c1ccc(OC)c(OC)c1 (stereo not drawn)
    -2, 2, 7, 3, -0.2, 5, -0.7, -1.0, 2, /
40. Cc1cc(OCC(=O)N2CCOCC2)ccc1NC(=O)C1CCCCC1
    1, 4, -3, -6, 0.8, -1, -0.7, 2.6, 1, -3
41. CCc1c(C)nc2cc(-c3ccc(OC)cc3)[nH]n2c1=O
    35*, -1, -1, -6, -1.5, -7, -2.0, 2.6, 11, 1
42. N/C(=N\OC(=O)COc1ccc([N+](=O)[O-])cc1)c1cccnc1
    4, 3, -7, -3, /, -5, -1.9, 1.3, -7, 12
43. CC(=O)c1ccc(NC(=O)CCOc2cc(C)ccc2C)cc1
    0, 17, -5, 4, 10, 0, 0.1, -2.7, 0, -3
44. O=C(Nc1ccccc1C(=O)N1CCN(Cc2ccccc2)CC1)c1ccc(F)cc1
    -1, 5, 0, 6, 0.7, -9, -0.8, -2.1, -2, 24
45. COc1ccc(CC(=O)Nc2ccc(C(N)=O)cc2)cc1
    4, 4, -17, -12, /, 3, -2.4, -1.2, 3, -4
46. Cc1cc(N)nc2nc(C(F)(F)F)nn12
    0, 0, 6, 13, 0.5, 1, -0.6, -0.9, -1, 4
47. COc1ccc(/C=N/NC(=O)/C(=C/c2ccccc2)CCO)cc1
    -2, 9, -16, 3, /, -6, 1.4, -0.2, 20, -5
48. COc1cc(N=Cc2c(CO)cnc(C)c2O)cc(OC)c1OC
    82*, 7, -9, -23, -0.6, 4, -0.3, 0.4, 5, 90
49. CCn1ncc(N2CCOCC2)c(Cl)c1=O
    2, 6, 6, 2, -1.6, 6, 2.2, -0.6, 1, 10
50. O=C(NCC(c1ccco1)N1CCCCC1)c1ccc(OCc2ccccc2)cc1 (stereo not drawn)
    -3, -4, -7, -7, /, 0, -0.9, 1.4, 7, 4
51. Cc1ccccc1N=C1c2ccccc2C(=O)C1[N+](=O)[O-] (stereo not drawn)
    -1, 1, 2, 34*, 1.4, -4, -3.1, 2.9, 10, 20
52. COc1cc(C(=O)NCc2ccc3[nH]c(C)cc3c2)cc(OC)c1OC
    0, 5, 7, -10, /, -70, -11, -1.6, -2, 10
53. CCNC(=O)Oc1ccc[nH]c1=O
    1, -3, 0, -18, -2.8, -5, 3.2, 2.4, -2, 32
54. CCc1cccc(NC(=O)C2CCCN(S(=O)(=O)c3cccnc3)C2)c1 (stereo not drawn)
    -1, 9, 1, -8, 1.2, -1, -3.0, -1.3, -9, 6
55. CC(C)(C)C(=O)Nc1cc(NC(=O)C(C)(C)C)cc(C(=O)Nc2c[nH]c(=O)[nH]c2=O)c1
    3, -1, -13, -9, -1.2, 6, -7.2, 1.8, 7, /
56. O=C(CC(=O)Nc1ccc(Cl)cc1)N/N=C\c1cccc(F)c1
    -1, 4, -1, 8, 4.1, 2, -0.7, 0.2, -4, 2
57. COC(=O)N/N=C\c1ccccc1OC/C=C/c1ccccc1
    -5, 3, /, -4, -0.9, 1, -4.8, -0.2, -2, 6
58. O=C(O)CCC(=O)Nc1sc2c(c1C(=O)NCc1ccccc1)CCCC2
    1, -1, -4, -1, 2.8, ?, -2.7, 1.5, 5, 30
59. Cc1cc(Nc2ccccc2)nc(NCc2ccccc2)n1
    2, 6, -2, -2, /, -1, -3.6, -2.8, 0, -2
60. O=c1c2ccccc2nc(-c2ccco2)n1-c1ccccn1
    1, -2, 7, 10, -0.3, -1, -2.2, -4.1, 14, 4
61. COCCNc1ccc(N2C(=O)C3CCCCC3C2=O)cc1[N+](=O)[O-] (stereo not drawn)
    -7, 1, 1, -7, /, -10, -0.2, 1.4, 3, 29

As entered above.
In Mtb BioA inh, COC(=O)N/N=C\c1ccccc1OC/C=C/c1ccccc1 is entered as -0.9
In Mtb UGM inh, N/C(=N\OC(=O)COc1ccc([N+](=O)[O-])cc1)c1cccnc1 is entered as 1.3
In Rv3671c protease, CN1CCN(CCCCC(=O)c2ccccc2)CC1 is entered as -8
